Screening data as filed in PubChem.
aSyn yeast inh: alpha-synuclein toxicity inhibition in yeast | Yeast expressing alpha-synuclein, growth rescue, BacTiter-Glo, 24 h | Potency, µM (series often up to 46.1 µM), without a hit: at the highest dose growth rescue (activation), hits mostly activators | 370,000 compounds, 0.14% hits | AID 652106; also: potency is read from the fitted curve at half-maximal effect; % of control where 0% means no effect; nearly all actives have a fitted effect of over 65% in size
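Readout is rescue of growth in alpha-synuclein-expressing yeast, so inhibitors of toxicity appear as activators. Growth after 24 hr at 30 deg C in galactose medium is quantified by luminescence.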
EPAC2 agonist: EPAC2 (human) agonism; Q8WZA2; EPAC2 activation, biochemical qHTS; response scale: 100% = 6.5 mM cAMP response; Potency, µM (highest dose often 154 µM), for the others: at the top dose activation, hits mostly activators; 360,000 compounds, 0.079% hits; AID 720711; also: potency is read from the fitted curve at half-maximal effect; nearly all actives have a fitted effect of over 50% in size
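Readout is BODIPY fluorescence (480 nm excitation, 540 nm emission), which falls as labeled GDP is exchanged off Rap1B. EPAC2 at 100 nM acted on 250 nM RAP1B-BODIPY-GDP with 50 uM GDP present.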
EPAC2 antagonist: antagonists of human EPAC2 | Q8WZA2 | EPAC2 GEF exchange of Rap1B-BODIPY-GDP, fluorescence | AID 720708 | 360,000 compounds, 0.18% hits | Potency, µM (series often up to 114 µM), inactives show at the highest dose activity, negative = inhibition, hits mostly inhibitors; also: potency is read from the fitted curve at half-maximal effect; % is scaled to controls: 0 for no effect and ±100 for the full control effect; nearly all actives have a fitted effect of over 45% in size; many of its hits are not listed in these tables
DRD3 antagonist: antagonists of human D3 dopamine receptor | P35462 | 360,000 compounds, 2.5% hits | D3R cells, DiscoveRx beta-arrestin luminescence, antagonist mode; stronger effect = lower value | max response, negative = inhibition, %; in the data active = max response below about -50%; inconclusive = no clear call, values can overlap the other calls; also: % is scaled to controls: 0 for no effect and ±100 for the full control effect; mostly tested at two doses, the higher about 12 µM
Target sequence (P35462 whole entry, looked up): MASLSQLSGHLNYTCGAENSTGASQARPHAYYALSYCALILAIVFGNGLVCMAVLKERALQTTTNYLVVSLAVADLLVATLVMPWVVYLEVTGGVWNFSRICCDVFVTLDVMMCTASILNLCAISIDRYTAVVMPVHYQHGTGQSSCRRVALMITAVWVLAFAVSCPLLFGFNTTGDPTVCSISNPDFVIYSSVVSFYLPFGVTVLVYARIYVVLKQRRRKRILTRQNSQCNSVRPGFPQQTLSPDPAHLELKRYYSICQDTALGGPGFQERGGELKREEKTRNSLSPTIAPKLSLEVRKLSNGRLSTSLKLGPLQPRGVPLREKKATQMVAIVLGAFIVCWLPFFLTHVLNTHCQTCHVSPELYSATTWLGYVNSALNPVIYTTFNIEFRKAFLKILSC
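Cells plated overnight at 1500 cells/well, then exposed to library compounds with dopamine controls for 90 minutes at 37 degrees C. DiscoveRx reagent added for 30–60 minutes at room temperature; luminescence read, quantitative HTS format.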
Abeta rescue: compounds reversing amyloid beta toxicity in yeast; 410,000 compounds, 0.063% hits; yeast expressing A-beta42, growth rescue, OD600, 48 h; response scale: 0% DMSO, 100% iron-clioquinol control; Potency, µM (doses to about 46.1 µM), for inactives: at the highest dose growth rescue, usual class: activators; also: potency is read from the fitted curve at half-maximal effect; nearly all actives have a fitted effect of over 55% in size
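Yeast A-beta toxicity model in growth medium with pinned compounds, 48 h at 30 C; growth read as absorbance at 600 nm. Normalized to FeCl3/clioquinol equimolar mix (positive) and DMSO (negative).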
D3 ag: D3 dopamine receptor (human) agonism. D3R DiscoveRx beta-arrestin cells, luminescence, 90 min. max activation, %. 410,000 compounds, 0.58% hits. AID 652048; in the data active = max activation above about 30%; also: 0% is about no effect; mostly tested at two doses, the higher about 12 µM
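Cells at 1500/well, incubated overnight, then treated with pinned compounds (dopamine as control) for 90 min at 37 degrees C. DiscoveRx reagent added for 30 - 60 minutes at room temperature; luminescence read.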
FUS yeast rescue: FUS proteinopathy suppression in yeast; S. cerevisiae FUS-expressing, growth rescue, OD600, 24 h; AID 1347120; 390,000 compounds, 0.24% hits; Potency, µM (series often up to 76.6 µM), without a hit: top-dose growth rescue (activation), usual class: activators;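 also: potency is read from the fitted curve at half-maximal effect; plate controls were DMSO vehicle for no effect and reference control for full effect; nearly all actives have a fitted effect of over 55% in size; some results filed as inactive show a strong effect at the top dose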
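Restored growth of FUS-toxic S. cerevisiae, read as 600 nm absorbance after 24 h at 30C in galactose medium (starting OD 0.005). Controls CP55940 and DMSO.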
TDP-43 yeast inh: rescues yeast growth from TDP-43 toxicity | TDP-43 expressing yeast growth rescue, BacTiter-Glo, 24 h | Potency, µM (top dose mostly 46.1 µM), for inactives: at the top dose growth rescue (activation), most hits filed as activators | 410,000 compounds, 1.8% hits; also: potency is read from the fitted curve at half-maximal effect; % of control where 0% means no effect; nearly all actives have a fitted effect of over 50% in size
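Cell-based yeast growth screen: TDP-43 expression induced in galactose, inoculum OD600=0.02 after raffinose pregrowth to mid-log. Read-out BacTiter-Glo luminescence at 24 hr, 30 deg C; inhibition of toxicity seen as signal increase.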
* hit, by the source's call; ? = inconclusive; · = no result given; & = joins results of further samples; [ ] = remark or other dose. Unless noted, calls follow the shape of the dose curve; as a rule, active = well fitted curve in the direction sought with a large enough effect; inconclusive = small, poorly fitted or top-dose-only effect, or another doubt; inactive = no such curve, though single readings can be large; an effect the other way counts as inactive or inconclusive. Not all compounds are listed, so the mix of outcomes need not match the whole.

SMILES | aSyn yeast inh | EPAC2 agonist | EPAC2 antagonist | DRD3 antagonist | Abeta rescue | D3 ag | FUS yeast rescue | TDP-43 yeast inh
CCC(CC)NC(=O)Nc1ccccc1C(F)(F)F | -1% | 5% | -1% | -11 | 28% | 0 | -8% | 2%
CCN(CC)C(=O)N1c2ccccc2Sc2ccccc21 | -10% | 1% | ? | -23 | -11% | -11 | 11% | 5%
c1cncc(-c2nc3ccccc3[nH]2)c1 | 11% | 7% | 3% | -13 | -13% | 2 | · | 13%
O=C(N/N=C1\CCCCc2ccccc21)c1ccccn1 | 8% | 16% | 4% | -3 | 5% | 3 | -13% | ?
COc1cc(C(C)=O)ccc1COc1ccc(C(=O)O)cc1OC | -2% | -1% | -8% | -3 | -29% | -18 | 9% | -36%[inhibitor]
Clc1ccc2c(c1)-c1ccccc1C1=NCCN12 | 0% | -2% | 4% | -1 | -24% | 3 | -6% | 5%
COc1cc2[nH]c3c(N4CCN(c5ccccn5)CC4)ncnc3c2cc1OC | -1% | 7% | 0% | ? | 3% | 10 | 24% | 7%
Cn1c(=O)cc(SCC(=O)NCC2COc3ccccc3O2)c2ccccc21 (stereo not given) | -6% | 5% | 20% | -20 | -14% | -1 | 28% | 1%
Cn1nc(C(C)(C)C)cc1C(=O)Nc1nc2c(s1)C(=O)CC(C)(C)C2 | 4% | 2% | 2% | 21 | 1% | 12 | 31% | -17%
Cc1cc(C)c(NC(=O)c2ccccc2CCc2ccccc2)c(C)c1 | 2% | 1% | -1% | 29 | 11% | 13 | 4% | -3%
COc1ccc(C(C)=O)cc1COC(=O)c1ccc2c(c1)OCCO2 | 2%[1.84 µM] | 5% | 0% | 10 | 9% | -4 | 17% | 19%
Cc1cccc(OCCCC(=O)Nc2ccc(S(=O)(=O)Nc3onc(C)c3C)cc2)c1 | -1% | 3% | 9% | 9 | -2% | 5 | -15% | -1%
CCCCc1cc(=O)oc2cc(OCC(=O)NCCN3CCOCC3)ccc12 | -1% | 2% | -3% | -6 | -15% | 3 | 3% | -11%
Cc1oc(C(C)(C)C)c(CN2CCCC2)c1C(=O)O | 1% | 0% | 12% | -1 | 6% | -1 | 14% | -3%
COc1ccccc1-n1c(C)c(C(C)=O)c2cc(O)ccc21 | 0% | 13% | -2% | 7 | 7% | 6 | 10% | 9%
COc1ccc(Cn2c(CO)cnc2SCC(=O)Nc2cccc(NC(C)=O)c2)cc1 | -5% | 2% | 3% | -2 | 3% | -2 | 18% | 3%
Fc1ccc(NC(=S)N2CCOCC2)c(F)c1 | 3% | 6% | 6% | 4 | 14% | -2 | -13% | 14%
COc1ccc(C(C(=O)NCC2CCCO2)N(C(=O)CNC(=O)c2ccco2)c2ccccc2)cc1OC (stereo not given) | 1% | 5% | 4% | 4 | 3% | 4 | -14% | -3%
COC(=O)c1cc(OC)c(OC)cc1NC(=O)C1CCCO1 (stereo not given) | 2% | 3% | 6% | 23 | 6% | 4 | 11% | -3%
CCN(C[C@H]1N[C@@](Cc2ccccc2)(C(=O)OC)[C@H]2C(=O)N(Cc3ccccc3)C(=O)[C@@H]12)S(=O)(=O)c1ccc(F)cc1 | 1% | 5% | 17% | -14 | 7% | 10 | ? | 6%
COC(=O)[C@@]1(C)[C@H]2C(=O)N(C)C(=O)[C@H]2[C@H]2CN(C)C(=NC3CCCCC3)N21 | -5% | 9% | -3% | 2 | -12% | 0 | -24% | 3%
CC1CCCN(C(=O)c2ccc(Br)c(S(=O)(=O)N3CCOCC3)c2)C1 (stereo not given) | 4% | 2% | 4% | 0 | -11% | 8 | -12% | 13%
O=[N+]([O-])c1ccc(N/N=C/c2c[nH]c3ccccc23)c(S(=O)(=O)Nc2ccc(Cl)cc2)c1 | -3% | 13% | -1% | ? | 3% | -15 | 27% | 13%
Cc1ccc2c(c1)-c1c(cnn1CC(=O)N1CCCN(Cc3ccccc3F)C1)CO2 | 7% | 3% | -6% | -16 | -10% | 0 | 13% | -27%
CC(COc1ccc(/C=C/c2ccccc2)cc1)[N+](C)(C)C (stereo not given) | 15%&4% | 1% | 3% | -16 | -52% | 0 | -13% | ?

Already shown: 11 of the compounds above.
SMILES | aSyn yeast inh | EPAC2 agonist | EPAC2 antagonist | DRD3 antagonist | Abeta rescue | D3 ag | FUS yeast rescue | TDP-43 yeast inh
CCCCc1cc(=O)oc2cc(OCC(=O)NCCN3CCOCC3)ccc12 | -1% | 2% | -3% | -6 | -15% | 3 | 3% | -11%
Cc1oc(C(C)(C)C)c(CN2CCCC2)c1C(=O)O | 1% | 0% | 12% | -1 | 6% | -1 | 14% | -3%
COc1ccccc1-n1c(C)c(C(C)=O)c2cc(O)ccc21 | 0% | 13% | -2% | 7 | 7% | 6 | 10% | 9%
COc1ccc(Cn2c(CO)cnc2SCC(=O)Nc2cccc(NC(C)=O)c2)cc1 | -5% | 2% | 3% | -2 | 3% | -2 | 18% | 3%
Fc1ccc(NC(=S)N2CCOCC2)c(F)c1 | 3% | 6% | 6% | 4 | 14% | -2 | -13% | 14%
COc1ccc(C(C(=O)NCC2CCCO2)N(C(=O)CNC(=O)c2ccco2)c2ccccc2)cc1OC (stereo not given) | 1% | 5% | 4% | 4 | 3% | 4 | -14% | -3%
COC(=O)c1cc(OC)c(OC)cc1NC(=O)C1CCCO1 (stereo not given) | 2% | 3% | 6% | 23 | 6% | 4 | 11% | -3%
CCN(C[C@H]1N[C@@](Cc2ccccc2)(C(=O)OC)[C@H]2C(=O)N(Cc3ccccc3)C(=O)[C@@H]12)S(=O)(=O)c1ccc(F)cc1 | 1% | 5% | 17% | -14 | 7% | 10 | ? | 6%
COC(=O)[C@@]1(C)[C@H]2C(=O)N(C)C(=O)[C@H]2[C@H]2CN(C)C(=NC3CCCCC3)N21 | -5% | 9% | -3% | 2 | -12% | 0 | -24% | 3%
CC1CCCN(C(=O)c2ccc(Br)c(S(=O)(=O)N3CCOCC3)c2)C1 (stereo not given) | 4% | 2% | 4% | 0 | -11% | 8 | -12% | 13%
O=[N+]([O-])c1ccc(N/N=C/c2c[nH]c3ccccc23)c(S(=O)(=O)Nc2ccc(Cl)cc2)c1 | -3% | 13% | -1% | ? | 3% | -15 | 27% | 13%

(further entries)
SMILES | aSyn yeast inh | EPAC2 agonist | EPAC2 antagonist | DRD3 antagonist | Abeta rescue | D3 ag | FUS yeast rescue | TDP-43 yeast inh
COc1cccc(NC(=O)C(c2ccccc2)N2CCCCC2)c1 (stereo not given) | -3% | 19% | -7% | -8 | -18% | -10 | 10% | -20%
CCCC1=NN2C(=N)/C(=C\c3cc(C)n(-c4cc(C)cc(C)c4)c3C)C(=O)N=C2S1 | 12% | -8% | -9% | -57* | 2% | -9 | · | 0%
Oc1cccc2ccc(/C=C/c3ccc(Br)s3)nc12 | 0% | 2% | 10% | ? | -8% | -10 | -5% | -14%
COc1ccc(/C=C\c2cc(OC)c(OC)cc2CC[N+](C)(C)C)cc1OC | 0% | 1% | 3% | 1 | -17% | -1 | -10% | -93%[inhibitor]
O=C(Nc1ccc(Nc2ccccc2)cc1)N1CCOCC1 | 4% | 5% | 9% | 9 | -3% | -4 | 20% | -22%
O=C(CN1C(=O)c2cccnc2Oc2ccc(Cl)cc21)NCCCN1CCCCC1 | · | · | · | · | -1% | -13 | 0% | 9%
Cc1cc(C(=O)NCc2ccccc2Cl)c2ccccc2n1 | -2% | 0% | 5% | 18 | -5% | 15 | 8% | -17%
COc1ccc(C(=O)NCc2nnc(SCC(=O)NCc3ccco3)o2)cc1OC | 7% | 6% | 3% | 3 | 6% | 1 | -14% | 0%
Cc1ccc(S(=O)(=O)CC(O)CN2CCCC2=O)cc1 (stereo not given) | -1% | 6% | -1% | 11 | 15% | -8 | -6% | 1%
O=S(=O)(c1ccccc1)c1ccc(C(F)(F)F)cn1 | 11% | -2% | -5% | 1 | -2% | 5 | -29% | 14%
Cc1nnc(NCCc2ccccc2)c2ccccc12 | 3% | 3% | 2% | ? | 5% | -9 | 1% | -6%
CSc1nc(=S)n(-c2cc(C)ccc2C)c(C)c1C(C)=O | 3% | 4% | 7% | 3 | 12% | 11 | 9% | 7%
CCOC(=O)N1CCC(N2Cc3cccc(C(=O)NCc4ccccn4)c3C2=O)CC1 | -3% | 16% | 3% | 7 | -1% | 0 | -7% | 21%
CC(=O)NCCn1c(SCC(=O)NCCc2ccc(S(N)(=O)=O)cc2)nc2ccccc2c1=O | -5% | 1% | 3% | 4 | 9% | 7 | 14% | -3%[0.397 µM]
COc1ccccc1CNC(=O)c1cccc(S(=O)(=O)N(C)c2ccccc2)c1 | 4% | 17% | -9% | -5 | 4% | -4 | 39% | 22%
COc1ccc2c(c1)[nH]c1c(=O)n(CCc3cnc[nH]3)cnc12 | -1% | 1% | 0% | -7 | 1% | 0 | 0% | 0%
Cc1ccccc1NC(=O)CCC(=O)N1CCSc2ccccc21 | · | · | · | · | -17% | -24 | -9% | 3%
COC(=O)c1cccc(COC(=O)c2ccccc2NC(=O)c2ccco2)c1 | -8% | 14% | -18% | -14 | 9% | 0 | ? | -2%
Cc1ccc(NS(=O)(=O)c2csc(C(N)=O)c2)cc1C | 0% | -1% | -8% | 21 | -11% | 25 | 2% | 11%
COC(=O)CC1C(=O)NCCN1C(=O)Nc1cccc(Cl)c1 (stereo not given) | -2% | -5% | 20% | -3 | -8% | -7 | 9% | -20%
Cc1ccc(S(=O)(=O)NC(C(=O)OCC(=O)NC2CCS(=O)(=O)C2)C(C)C)cc1 (stereo not given) | -13% | 6% | 10% | -6 | 4% | -6 | -3% | -8%
COc1ccc(CN(CCNC(=O)CCCCC(=O)NCCN(Cc2ccc(OC)cc2)C(C)C)C(C)C)cc1 | -1% | 3% | -8% | -14 | 6% | -19 | 26% | -4%
O=C(CC1N=C2c3ccccc3N=C(SCc3cccc(Cl)c3)N2C1=O)NC1CCCCC1 (stereo not given) | · | · | · | · | -26% | 8 | 35% | ?
Cc1c(O)c(C)c2c(c1O)C(=O)C[C@@H](c1ccccc1)O2 | -3% | -4% | -2% | 20 | -4% | 20 | -15% | -11%
CC1CCCN(C(=O)CN2C(=O)C(C)Oc3ccccc32)C1 (stereo not given) | ? | -2% | 0% | -1 | -2% | 8 | -8% | 6%
C=CCN1CCN(C(c2ccccc2OC)c2nnnn2C(C)(C)C)CC1 (stereo not given) | 2% | 6% | 5% | -8 | -5% | -2 | -2% | 15%
